Compound activity deposited in PubChem BioAssay by several laboratories.
West Nile virus CPE: West Nile virus antiviral activity, cell-based, CPE readout (AID 1621); West Nile virus-infected cells, CPE inhibition; higher % means a stronger effect; CPE inhibition, % at 10 µM; hits with a dose series show IC50 in µM; actives 0.02% (n = 290,000); in the data active = a potency from the dose series; inconclusive = CPE inhibition mostly from about 3.7% at the one dose, without a potency; inactive = the rest, 99 in 100 with CPE inhibition below about 2.2%; also: strong numbers were not always called active
LYP inhibition: inhibitors of LYP phosphatase, biochemical, fluorescence intensity, uHTS (AID 1779); recombinant LYP phosphatase, fluorescence intensity; higher % means a stronger effect; inhibition, % at 11.5 µM; hits with a dose series show IC50 in µM; actives 0.054% (n = 290,000); in the data active = inhibition above about 50%;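 also: plate controls were vehicle with enzyme for no effect and no enzyme for full effect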
RSV antiviral HEp-2: inhibition of RSV-induced cytopathic effect – HEp-2 cells, primary 10 µM value included (AID 2391) | HEp-2 cells, RSV-induced CPE inhibition; higher % means a stronger effect | one-dose CPE inhibition, % at 10 µM; IC50 in µM for titrated hits | actives 0.13% (n = 310,000); in the data active = a potency from the dose series; inconclusive = CPE inhibition mostly from about 23% at the one dose, without a potency; inactive = the rest, 99 in 100 with CPE inhibition below about 21%; also: strong numbers were not always called active
Rac1 GTP hydrolysis: MgcRacGAP GTPase-activating activity inhibitors, confirmation, biochemical, ADP Hunter fluorescence; MgcRacGAP-stimulated Rac1 GTP hydrolysis, ADP Hunter fluorescence; higher % means a stronger effect; GST-tagged Rac1 F28L mutant substrate; inhibition, % at 30 µM; hits with a dose series show IC50 in µM; actives 0.6% (n = 340,000);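 active = first-screen hits whose inhibition reached a set limit at any dose in the follow-up dose series; inconclusive = inhibition above the set first-screen limit but never retested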;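 also: fluorescence reports GDP produced by GAP-driven GTP hydrolysis; strong numbers were not always called active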
GPR35 arrestin U2OS: GPR35 antagonists blocking zaprinast-driven arrestin recruitment, primary screen, imaging, U2OS, beta-arrestin-GFP, zaprinast agonist (AID 2058); actives 0.052% (n = 290,000); U2OS GPR35 beta-arrestin-GFP translocation imaging, zaprinast antagonism; higher % means a stronger effect; inhibition, % at 10 µM, or IC50 in µM where a hit was titrated;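 active = inhibition of at least 50% with at least 30 cells and total cytoplasm GFP at most 10,000,000; inconclusive = under 30 cells or total GFP of 10,000,000 plus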
SV40 large T antigen: SV40 large T antigen inhibitors, biochemical (AID 1903) | SV40 large T antigen ATPase/helicase inhibition assay; higher % means a stronger effect | inhibition, % at 20 µM, or IC50 in µM where a hit was titrated | actives 0.39% (n = 310,000); in the data active = a potency from the dose series; inconclusive = inhibition mostly from about 32% at the one dose, without a potency; inactive = the rest, 99 in 100 with inhibition below about 32%; also: strong numbers were not always called active
PhoP inhibition: inhibitors of PhoP regulon expression, primary screen, Salmonella Typhimurium, GFP reporter (AID 1863) | S. Typhimurium PhoP-regulated promoter GFP reporter, 4 h; higher % means a stronger effect | actives 0.16% (n = 300,000) | inhibition, % at 50 µM, or IC50 in µM where a hit was titrated;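 active = inhibition over 29.93%, a cutoff 3 SD above the screen mean, later confirmed by dose response; inconclusive = inhibition over 29.93% but no dose response follow-up; inactive = inhibition at most 29.93% or unconfirmed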;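 also: 0% = low Mg2+ inducing control and 100% = high Mg2+ repressing control; strong numbers were not always called active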
CSM14.1 death rescue: rescue of cells from ER stress-induced death, primary screen, 384-well, CSM14.1, thapsigargin, ATP luminescence (AID 1222); one-dose cellular ATP content (survival), % at 20 µM; EC50 in µM for titrated hits; 190,000 tested, under 10 active; CSM14.1 thapsigargin-induced death rescue, ATP luminescence; higher % means a stronger effect;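 active = EC50 below 50 µM in the dose-response confirmation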;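 also: death triggered by thapsigargin at about 15 µM added after 2 h compound pretreatment; cell ATP read after overnight thapsigargin exposure of roughly 18 to 22 hours; normalized against plate controls of thapsigargin alone and 5% DMSO vehicle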
NS5 inhibitors: flavivirus cap methylation enzyme inhibition – biochemical, confirmation dose response, primary screen (AID 588689) | Dengue-2 NS5 methyltransferase capping enzyme assay, biochemical; higher % means a stronger effect | inhibition, % at 25 µM, or IC50 in µM where a hit was titrated | actives 0.3% (n = 340,000); in the data active = a potency from the dose series; inconclusive = inhibition above about 29% without an active follow-up result
NS5 inhibitors pilot replicate: second read-out of NS5 inhibitors, no call of its own (marks repeat the call); inhibition, %; measured here: pilot screen replicate inhibition
An asterisk follows results filed as active; ? = inconclusive; . = not tested or not shown; & = joins results of further samples.

SMILES	West Nile virus CPE	LYP inhibition	RSV antiviral HEp-2	Rac1 GTP hydrolysis	GPR35 arrestin U2OS	SV40 large T antigen	PhoP inhibition	CSM14.1 death rescue	NS5 inhibitors	others
CCCCOc1ccc(C(C)NC(=O)C2CCCN(S(=O)(=O)CCC)C2)cc1 (stereo not drawn)	-0.9%	2%	5.5%	5%	-9%	6%	8%	-1.5%	-2%
COc1ccc(Cc2noc(-c3ccccc3)n2)cc1OC	-1.2%	-3%	2.3%	3%	4%	8%	-12%	1.9%	-3%
COCCN(CCOC)Cc1c(O)ccc2c3c(c(=O)oc12)CCC3	-0.1%	-50%	0.8%	6%	19%	24%	1%	0.9%	-7%
Nc1c(C(=O)NCC2CCCO2)sc(=S)n1-c1ccccc1 (stereo not drawn)	0.2%	1%	3.5%	6%	3%	10%	-4%	0.5%	8%
Cc1cccc(C)c1Nc1nnc(SCc2cc([N+](=O)[O-])cc3c2OCOC3)s1	-0.7%	3%	0.4%	5%	5%	2%	-17%	-1.1%	-10%
O=C(c1ccc2nc(N3CCOCC3)sc2c1)N1CCCC1	-0.1%	-5%	0.3%	1%	-8%	1%	-11%	-1.0%	-1%
CN(C)S(=O)(=O)c1cc(C(=O)NCC2CCCO2)c(Cl)cc1Cl (stereo not drawn)	0.6%	-3%	0.3%	5%	1%	5%	-4%	-0.4%	-2%
CCOc1cc(CNn2cnnc2)cc(Cl)c1OCC(=O)NC(C)(C)C	-1.9%	-12%	-1.7%	2%	2%	7%	2%	.	.
OCC(O)C(O)C(O)C(O)c1nc2ccccc2[nH]1 (stereo not drawn)	0.0%	-8%	1.9%	3%	6%	5%	-3%	-2.3%	-5%
COC(=O)c1ccsc1NC(=O)C1=COCCO1	0.0%	-2%	2.8%	6%	-17%	-1%	-1%	-0.4%	-3%
COc1ccc(N2C(=O)/C(=C/c3ccc([N+](=O)[O-])cc3)N=C2C)cc1	0.0%	3%	0.3%	.	-21%	22%	2%	-0.9%	.
CCOc1ccccc1NC(=O)C(NCC1(N2CCCCC2)CCCCC1)c1ccccc1 (stereo not drawn)	.	1%	1.3%	139µM*	-16%	19%	2%	-2.0%	-8%
COc1cc(Br)ccc1C1CC(=O)C(C)C(c2ccc(Br)cc2OC)N1 (stereo not drawn)	0.8%	-4%	-1.1%	3%	7%	8%	-6%	.	-2%
CC1CCCCN1S(=O)(=O)c1ccc(C(=O)Nc2nnc(-c3ccccn3)o2)cc1 (stereo not drawn)	-1.0%	3%	-0.2%	12%	-12%	26%	-9%	-2.2%	-4%
O=C(NCCCc1ccc(F)cc1)C1CCC(=O)N(CCCN2CCCC2=O)C1 (stereo not drawn)	0.0%	-10%	-1.9%	0%	5%	14%	5%	.	-8%

Compounds shown so far that have a Cl atom, in the order listed:
SMILES	West Nile virus CPE	LYP inhibition	RSV antiviral HEp-2	Rac1 GTP hydrolysis	GPR35 arrestin U2OS	SV40 large T antigen	PhoP inhibition	CSM14.1 death rescue	NS5 inhibitors	others
CN(C)S(=O)(=O)c1cc(C(=O)NCC2CCCO2)c(Cl)cc1Cl (stereo not drawn)	0.6%	-3%	0.3%	5%	1%	5%	-4%	-0.4%	-2%
CCOc1cc(CNn2cnnc2)cc(Cl)c1OCC(=O)NC(C)(C)C	-1.9%	-12%	-1.7%	2%	2%	7%	2%	.	.

Next structures:
SMILES	West Nile virus CPE	LYP inhibition	RSV antiviral HEp-2	Rac1 GTP hydrolysis	GPR35 arrestin U2OS	SV40 large T antigen	PhoP inhibition	CSM14.1 death rescue	NS5 inhibitors	others
O=C(Nc1ccc2c(c1)OCCO2)c1ccc(Br)o1	0.2%	-6%	1.9%	9%	-18%	6%	-3%	-6.4%	4%
CCc1ccc(S(=O)(=O)NCc2cn3ccccc3n2)s1	0.0%	-4%	-1.1%	9%	-12%	2%	-4%	-1.1%	6%
O=C(NCCNC(=O)c1ccccn1)c1cccc(F)c1	-0.3%	-10%	0.9%	6%	-7%	4%	4%	.	-12%
O=C(COC(=O)Cc1cccs1)Nc1ccccc1	0.3%	1%	0.0%	10%	3%	14%	2%	-0.5%	-3%
O=C(CCN1N=C(c2ccccc2)CCC1=O)NCC1CCCO1 (stereo not drawn)	-0.3%	-9%	0.7%	2%	-8%	2%	-3%	.	7%
c1coc(-c2cc(C3CCNCC3)[nH]n2)c1	-0.7%	1%	-0.2%	0%	-10%	5%	9%	-0.9%	4%
c1cncc(CNc2nc(N3CCOCC3)nc(N3CCOCC3)n2)c1	-0.7%	-8%	1.7%	1%	-2%	-4%	0%	1.2%	-5%
CCC1CN(C(=O)N2CCC(C(=O)NCc3ccccc3OC)CC2)c2cc(C)ccc2O1 (stereo not drawn)	0.2%	-6%	11%	-9%	8%	30%	-4%	.	-8%
Cc1ccc(C2=NS(=O)(=O)N(C)C(C(=O)NCc3ccc(F)cc3)=C2)cc1	-0.6%	-4%	0.2%	-3%	-2%	9%	.	.	-6%
CC(c1ccccc1)N1C(=O)C2C3C=CC(C4CC34)C2C1=O (stereo not drawn)	0.3%	-7%	1.0%	13%	5%	8%	2%	8.0%	6%
O=C(Nc1ccc(S(=O)(=O)N2CCOCC2)cc1)c1cc(-c2ccccc2O)n[nH]1	0.2%	-5%	0.3%	6%	2%	10%	-7%	.	6%
Cc1cccc(Nc2nc(CC(=O)O)cs2)c1	-0.9%	-4%	-0.1%	-2%	23%	-9%	-7%	-0.7%	-20%
Oc1ccc(-c2[nH]ncc2-c2ccc(Cl)cc2)c(O)c1	-0.8%	-2%	?	91µM*	-13%	10%	11%	-1.0%	-3%
Cc1cccc(CCNC(=O)c2cc(S(=O)(=O)N3CCCC3)cn2C)c1	-0.2%	1%	0.3%	1%	-5%	0%	.	.	-1%
CCOc1ccc(-c2c(C(=O)N/N=C(\C)c3ccccc3OC)nnn2-c2nonc2N)cc1	0.1%	-6%	1.8%	8%	-3%	12%	-3%	.	-1%
CN(CC(=O)Nc1n[nH]c(=S)s1)S(=O)(=O)c1cccc2cccnc12	-0.6%	-2%	2.1%	31%	6%	18%	-1%	.	-2%
O=C(NCC1CCCN1S(=O)(=O)c1cccs1)c1ccc(F)cc1 (stereo not drawn)	.	.	1.6%	3%	.	24%	-3%	.	8%
CCOC(=O)C1=C(C)N(CCCC(=O)O)C(=O)NC1C(CC)CC (stereo not drawn)	0.8%	.	1.2%	7%	.	4%	.	.	-4%
Cc1ccc(S(=O)(=O)N2CCCCC2CCNC(=O)C(=O)NCc2ccncc2)cc1 (stereo not drawn)	.	.	-0.3%	-1%	.	28%	8%	.	-4%
CCCCc1nc(NCCNC(=O)c2ccccc2)c(C#N)c2c1CSC(C)(C)C2	0.5%	5%	3.5%	4%	-8%	13%	-23%	2.7%	.
Cc1ccc(S(=O)(=O)N2CCN(CC(=O)N/N=C/c3ccccc3OCC(=O)O)CC2)cc1	0.4%	-5%	-0.6%	.	14%	14%	-2%	.	.
CCN(CC)C(=O)c1cn(C)c(=O)c2cc(OC)c(OC)cc12	0.1%	0%	0.9%	5%	8%	-6%	-6%	-1.9%	0%
NC(=O)N1c2ccccc2C=Cc2ccccc21	-0.2%	-5%	-1.0%&-0.5%	-5%&6%	-7%	7%	0%	-2.8%	0%&-7%
Cc1cccc(C(=O)Nc2cc(=O)n(C)c(=O)n2C)c1	0.1%	0%	0.7%	6%	-3%	4%	9%	.	-4%
COc1cc2c(cc1NS(=O)(=O)N1CCCCC1)oc1ccccc12	0.0%	7%	6.4%	4%	-18%	7%	-2%	-2.6%	-4%
C1CCC(c2nn3c(-c4n[nH]c5c4CCC5)nnc3s2)CC1	0.2%	9%	6.8%	8%	-12%	11%	-2%	-3.2%	-2%
O=[N+]([O-])c1cc2oc3c(c2c(C=NCc2ccccc2)c1O)CCCC3	0.3%	7%	15%	9%	1%	15%	12%	-1.5%	2%
O=C1CCC(C(=O)N(CCO)Cc2ccccc2)CN1CCCN1CCOCC1 (stereo not drawn)	0.0%	-8%	6.3%	9%	1%	-7%	2%	.	-2%
Cc1ccc(N(Cc2cc(=O)[nH]c3ccccc23)C(=O)CCl)cc1	-2.1%	-3%	-2.3%	20%	10%	5%	13%	.	-19%
O=S(=O)(O)c1cccnc1SCc1ccccc1	.	.	2.5%	2%	.	20%	.	.	-7%
COC(=O)CCC(=O)OC1(C)C(=O)C2=CN(CCCCO)C(c3ccc(OC)cc3)=CC2=C(Br)C1=O (stereo not drawn)	-0.4%	-5%	-0.2%	.	-6%	24%	.	.	.
N#Cc1cccc(Cn2cc(C(F)(F)F)ccc2=O)c1	0.0%	-6%	.	7%	-5%	7%	-11%	.	8%
CCC(=O)c1ccc(OCC(=O)O)cc1	0.3%	0%	.	9%	10%	0%	8%	0.6%	2%
C=CCC1(CC=C)CCCN1C(=O)C1CCC(=O)N(CCc2ccc(OC)cc2)C1 (stereo not drawn)	-0.1%	-12%	6.7%	11%	-15%	5%	-3%	.	-5%
COc1ccc(/C=N/NC(=S)Nc2cccc(C(=O)O)c2)cc1	0.3%	1%	0.6%	13%	6%	7%	-1%	-1.2%	3%
O=C(O)/C=C/c1cnn(-c2ccccc2)c1	-0.3%	-1%	.	3%	-12%	7%	3%	-0.8%	-4%
Cc1ccc(N2CCN(C(=O)c3nn(C)c4c3CS(=O)(=O)c3ccccc3-4)CC2)c(C)c1	-0.2%	-9%	47%	8%	-8%	.	8%	.	-1%
CCOC(=O)c1[nH]c2ccc(OC)cc2c1NC(=O)OC	-0.2%	-10%	1.9%	6%	-2%	7%	7%	-0.7%	-4%
O=C(Nc1ccc(S(=O)(=O)Nc2cnc3ccccc3n2)cc1)c1cc(F)c(F)cc1Cl	1.0%	0%	9.1%	8%	-1%	15%	-6%	.	1%
COc1cccc(/C=N/NC(=O)c2csc(-n3nc(C)cc3C(F)(F)F)n2)c1	-0.2%	2%	2.0%	7%	-2%	4%	-1%	-1.9%	0%
CC(C)[C@H](N)c1nnc(SCC(=O)c2ccc(Cl)cc2)o1	0.1%	-2%	-0.9%	12%	-3%	7%	-5%	-2.9%	0%
O=C(c1ccccc1)c1nn(-c2cccc(Cl)c2)c2nc(-c3ccccc3)cc(=O)n12	.	3%	1.1%	8%	-5%	17%	-4%	-1.3%	-1%
Cc1[nH]c2ccccc2c1C1(O)C(=O)N(Cc2ccc3c(c2)OCO3)c2ccccc21 (stereo not drawn)	.	-5%	-2.2%	8%	-6%	5%	3%	-2.2%	-11%	NS5 inhibitors pilot replicate=-1.5
O=c1[nH][nH]c(-c2ccccc2O)c1C(C[N+](=O)[O-])c1ccccc1 (stereo not drawn)	-0.5%	-5%	0.6%	5%	17%	19%	25%	-2.4%	-5%
Cc1ccc(N2CCN(/N=C/c3sccc3C)CC2)cc1	.	-2%	1.6%	7%	4%	7%	-10%	-0.5%	-7%
